LEDGF integ inh – blocks HIV-1 LEDGF/p75-dependent DNA integration. TR-FRET IN-LEDGF/p75 DNA integration, Eu/Cy5. inhibition, % at 3.7 µM. actives 0.64% (n = 370,000);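 active = inhibition above the screen-wide mean plus 3 SD, cut at about 13% in these data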;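 also: signal is the Cy5 over europium emission ratio at 671 and 618 nm; 0% = plate median of compound wells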
mABHD4 FP – inhibitors of mouse ABHD4; Q8VD66; purified mABHD4, FP-Rh probe fluorescence polarization; inhibition, % at 8.92 µM; actives 0.54% (n = 370,000); AID 720543;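 active = inhibition exceeding the mean over every tested compound plus 3 SD, cut at about 30% in these data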;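 also: 0% = plate median of compound wells and 100% = S159A mutant with DMSO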
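Test system: mouse ABHD4 enzyme, wild type. Reagent: FP-Rh fluorescent activity-based probe, added after compound pre-incubation. Timing: pre-incubation 45 min, probe exposure 60 min, at 25 °C. Technique: FP readout, ex 525 nm / em 598 nm. Benchmarks: high control S159A mutant with DMSO, low control median of compound wells.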
PRMT1 inh – inhibitors of human PRMT1; inhibition, % at 2.79 µM; recombinant PRMT1, activity-based probe fluorescence polarization; Q99873; actives 1.3% (n = 370,000); AID 652257;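 active = inhibition above about 21% made by adding two undisclosed values, limit read from the data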
GC-B act – GC-B (human) receptor activation | P20594 | HEK293-GC-B cells, CNP EC30, cGMP TR-FRET; 0% at EC30 CNP, 100% saturating CNP | activation, % at 10 µM | actives 0.11% (n = 370,000);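 active = activation at 10 µM reaching about 35% in either raw or pattern-adjusted values, limit read from the data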
TDP2 absorb – TDP2 (human) inhibition, absorbance primary screen | O95551 | recombinant TDP2, T5PNP hydrolysis, p-nitrophenol absorbance 415 nm | inhibition, % at 12.8 µM | actives 0.34% (n = 370,000);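 active = inhibition above the mean of all tested compounds plus 3 SD, set per campaign, cut at about 25% in these data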;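 also: 0% = DMSO with enzyme and 100% = buffer with substrate but no TDP2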
Target sequence (O95551 whole entry, looked up): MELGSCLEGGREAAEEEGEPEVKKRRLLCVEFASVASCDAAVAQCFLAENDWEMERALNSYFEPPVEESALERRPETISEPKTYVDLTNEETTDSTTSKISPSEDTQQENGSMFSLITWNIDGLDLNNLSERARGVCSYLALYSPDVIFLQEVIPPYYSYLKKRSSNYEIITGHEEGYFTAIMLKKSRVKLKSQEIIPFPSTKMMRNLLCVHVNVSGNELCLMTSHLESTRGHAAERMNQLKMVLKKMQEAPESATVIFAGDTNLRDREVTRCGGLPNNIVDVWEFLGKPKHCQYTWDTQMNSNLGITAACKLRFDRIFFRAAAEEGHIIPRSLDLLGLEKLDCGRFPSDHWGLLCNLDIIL
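Read-out basis: percent inhibition. System: recombinant human TDP2. Buffer or medium: Mg2+-containing Tris-HCl buffer, pH 7.5. Repeats: single replicate. Timing: reaction 2 h, 37 °C. Benchmarks: high control without enzyme, low control DMSO plus TDP2. Probe or stimulus: 5 mM T5PNP. Doses: 12.8 µM only. Measured by: epi absorbance of p-nitrophenol freed from T5PNP by hydrolysis.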
SIAE inh – blocks human sialic acid acetylesterase. actives 0.69% (n = 370,000). Q9HAT2. inhibition, % at 9.66 µM. SIAE FP-Rh probe binding, fluorescence polarization;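 active = inhibition above a cutoff: mean of compounds within the control limits plus 3 SD of those, cut at about 17% in these data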;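 also: 0% = plate median of compound wells and 100% = probe without SIAE protein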
TCR CD3 inh – blocks the human TCR-CD3 interaction | TAMRA-labeled TCR probe fluorescence, biochemical | actives 0.37% (n = 360,000) | inhibition, % at 9.4 µM; in the data active = inhibition above about 19%;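 also: recombinant mutant TCR 2C K166C tagged with TAMRA read by polarization; 0% = receptor in buffer alone and 100% = receptor with positive control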
rCAG binder – binds r(CAG) RNA repeats; r(CAG) RNA repeat, TO-PRO-1 dye displacement fluorescence; inhibition, % at 3 µM; actives 1.3% (n = 370,000);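 active = inhibition above the plate cutoff, the mean of all test compounds on that plate plus 3 SD, cut at about 35% in these data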;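 also: 0% = DMSO alone and 100% = 100 µM mitoxantrone as full dye displacement; higher means more dye released from RNA so lower well fluorescence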
HTRA1 inh – HTRA1 (human) protease inhibition. Q92743. recombinant HTRA1, FP-rhodamine activity-based probe, fluorescence polarization. inhibition, % at 5.96 µM. actives 0.5% (n = 340,000); in the data active = inhibition above about 36%;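 also: 0% = enzyme with DMSO and 100% = wells lacking enzyme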
Target sequence (Q92743 whole entry, looked up): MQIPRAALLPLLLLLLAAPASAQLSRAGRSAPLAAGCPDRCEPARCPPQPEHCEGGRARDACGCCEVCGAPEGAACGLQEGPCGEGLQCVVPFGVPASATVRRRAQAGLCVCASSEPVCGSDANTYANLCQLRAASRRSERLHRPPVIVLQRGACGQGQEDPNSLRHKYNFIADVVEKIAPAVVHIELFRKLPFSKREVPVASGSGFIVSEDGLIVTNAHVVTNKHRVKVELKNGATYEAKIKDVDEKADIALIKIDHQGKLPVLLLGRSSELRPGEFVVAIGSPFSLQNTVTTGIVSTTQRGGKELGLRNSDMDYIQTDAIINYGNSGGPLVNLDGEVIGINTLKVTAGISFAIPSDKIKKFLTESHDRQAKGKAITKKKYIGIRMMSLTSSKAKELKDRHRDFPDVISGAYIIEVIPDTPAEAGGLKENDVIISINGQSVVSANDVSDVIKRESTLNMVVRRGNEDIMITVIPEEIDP
MBD2 DNA inh – blocks human MBD2 binding to methylated DNA; Q9UBB5; TR-FRET, MBD2 binding to methylated oligonucleotide; inhibition, % at 4.4 µM; actives 0.31% (n = 370,000); in the data active = inhibition above about 13%
* = called active by the depositor; . = no result given. A portion of the library, so the mix of outcomes need not match the whole.

SMILES	LEDGF integ inh	mABHD4 FP	PRMT1 inh	GC-B act	TDP2 absorb	SIAE inh	TCR CD3 inh	rCAG binder	HTRA1 inh	MBD2 DNA inh
CC1(C)CN(c2ccc(-c3ccnc4ncnn34)cc2)C1=O	1	2	0	-3	-3	-3	3	-2	6	-1
C=CCN=C1NC(c2ccc(C(F)(F)F)cc2)C(C(=O)OC)=C(C)N1C (stereo unspecified)	0	9	-1	-10	6	4	-3	5	.	4
CCN(CC)c1ccc(C(=O)OCC(=O)Nc2cccc(S(=O)(=O)NC3=NCCCCC3)c2)cc1	-3	8	-4	5	-4	3	4	2	-11	-5
C=CCc1c(C)nc(C)nc1N/N=C/c1ccc([N+](=O)[O-])cc1	2	3	-2	-4	-3	5	-3	-3	4	2
CCNS(=O)(=O)c1ccc(NC(=O)c2c(-c3ccccc3)noc2C)cc1	0	2	1	-1	5	-1	4	0	-1	1
CC(Cc1ccccc1)C(=O)N[C@@H](CO)Cc1ccccc1 (stereo partly specified)	2	-3	-2	-2	-15	-8	6	-2	-11	4
CCN(Cc1ccccc1)c1cc2c(c3c1ccn3C)C1CCC2C1 (stereo unspecified)	2	1	-1	-3	7	4	-3	5	.	1
C=CCNC(=O)c1cc(Cl)cc(Cl)c1	-10	-4	-2	-2	-9	6	9	2	-1	-6
O=C(O)c1cccc(N/C(=N\S(=O)(=O)c2ccccc2)c2ccccc2)c1	4	0	-2	.	9	-3	2	0	3	-2
O=C(CCN1C(=O)/C(=C/c2ccc(F)cc2)SC1=S)NCCc1cnc[nH]1	0	-24	12	-2	3	-1	-6	9	-3	-6
Cc1cc(C)c(OCC(=O)Nc2ccc(S(=O)(=O)N3CCOCC3)cc2)c(C)c1	3	-7	-4	5	5	-4	7	4	-16	-12
Cc1sc2nc(COC(=O)CNC(=O)c3ccc(F)cc3Cl)[nH]c(=O)c2c1C	1	-1	-2	2	-8	4	.	3	.	-9
O=C(CSc1nnc2scc(-c3ccccc3)n12)Nc1nsc(-c2ccc(Cl)cc2)n1	-1	-5	0	-2	-16	-4	-10	3	-8	2
Cc1c(C)c2c(OCC(=O)NCc3ccccn3)cc3c(c2oc1=O)CCC(C)(C)O3	3	-5	-4	25	6	-6	3	-5	-4	-4
FC(F)(F)c1cc(-c2ccccc2)nc(NCC2CCCO2)n1 (stereo unspecified)	1	9	2	0	6	10	0	-8	-21	1
Cc1ccccc1OCCCC(=O)Nc1ccc(Br)cc1	-3	-20	3	-2	6	-6	1	-3	-14	0
Cc1cc(C)cc(NC(=O)COC(=O)c2cc(=O)[nH]c(=O)[nH]2)c1	-3	-2	5	2	0	-3	-1	-1	-4	1
Cc1ccc(S(=O)(=O)N(CC(=O)N/N=C/c2ccco2)Cc2ccccc2)cc1	5	-7	-1	2	3	7	6	3	-26	-3
CC(C)Cn1c(=O)c2c(nc3n2CCS3)n(C)c1=O	3	0	-3	-7	-11	0	6	-3	5	2
Cc1cc2c(SCC(=O)NCC3CCCO3)ncnc2s1 (stereo unspecified)	1	0	1	0	1	4	6	4	1	-7
CCOc1ccc(C(=O)Nc2nnc(S(=O)(=O)N3CCCCC3)s2)cc1	1	-1	-4	-1	1	3	1	3	3	-2
CCOc1ccc(NCC2CCOC(C)(C)C2)cc1 (stereo unspecified)	-6	12	7	-1	-9	2	-1	-5	10	-4
Cc1ccc2c(-c3ccc([N+](=O)[O-])cc3)cc(=O)[nH]c2c1	-2	3	2	-3	-2	3	0	0	-1	6
CCCCn1c(N)c(N(CC(C)C)C(=O)CSCC(=O)Nc2ccc(C)cc2)c(=O)[nH]c1=O	-5	-1	2	5	-4	7	-5	4	1	-1
Cc1[nH]c2ccccc2c1C(=O)C(=O)N1CC(C)OC(C)C1 (stereo unspecified)	5	-7	-3	0	-18	12	-9	2	4	-4
SMILES	LEDGF integ inh	mABHD4 FP	PRMT1 inh	GC-B act	TDP2 absorb	SIAE inh	TCR CD3 inh	rCAG binder	HTRA1 inh	MBD2 DNA inh
CC(=O)c1c(C)[nH]c(C(=O)CSc2nnc(-c3ccco3)o2)c1C	3	3	3	3	-15	0	-3	8	-1	1
COc1cccc(S(=O)(=O)NCc2ccc(C(=O)NCc3ccccn3)cc2)c1	-2	-1	3	-5	0	-3	-6	-2	3	0
COC(=O)[C@]12C[C@H](CC(=O)NCCC(C)C)C(=O)N(CCC3=CCCCC3)C1=C[C@H](C(C)C)O[C@@H]2C1CC1	-3	3	5	-4	-9	-2	.	3	.	1
CCOCCSc1nc2c(c(-c3cccs3)c1C#N)CC/C2=C/c1cccs1	2	11	0	1	5	3	1	14	-1	0
Cc1ccc(C)c(N)c1	1	3	2	-1	5	-8	6	-2	1	-7
CCN(CCCNC(=O)C1CCC(=O)N1Cc1ccc(F)cc1)c1cccc(C)c1 (stereo unspecified)	-6	3	-2	0	-2	0	8	-1	-2	0
NC(=O)c1cc([N+](=O)[O-])c(Cl)cc1NCc1ccccn1	2	20	2	-2	-5	8	-3	3	-1	-4
O=C(CNc1cccc2ccccc12)N/N=C/c1ccc([N+](=O)[O-])cc1	-3	15	2	-1	6	11	-2	25	4	-1
Cc1cccc(-c2noc(-c3ccccc3C(=O)NCc3ccco3)n2)c1	-1	-2	2	2	-3	-15	5	1	-23	0
O=C(Cc1ccc(NC(=O)C2CCCN(C(=O)C3CCCC3)C2)cc1)Nc1ccc(C(=O)N2CCOCC2)cc1 (stereo unspecified)	1	6	0	-5	-4	4	-2	3	9	2
CCCN(CC(=O)Nc1ccccc1OC)C(=O)CN1C(=O)NC2(CCCCC2)C1=O	0	8	-2	3	-1	-5	-4	5	13	-2
C=CCc1ccc(OCC(O)CN2CCN(Cc3ccccc3)CC2)c(OC)c1 (stereo unspecified)	2	2	2	2	9	10	6	-8	8	-6
COc1ccc(NC(=O)NS(=O)(=O)c2ccc(C)cc2)cn1	0	11	105*	2	9	2	-4	-299	2	-7
O=C(NCc1ccccc1)c1onc(CSc2ccccn2)c1C(=O)NCc1ccccc1	-3	-24	-4	1	-3	-17	2	-1	-45	-1
COc1ccc(NC(=O)CCN2C(=O)C3C4C=CC(C4)C3C2=O)cc1 (stereo unspecified)	0	1	-3	3	10	5	9	0	2	2
COC(=O)c1sccc1NC(=O)Cn1cnc2c1c(=O)n(C)c(=O)n2C	0	5	3	1	5	6	1	0	-1	6
CN(C(=O)CSc1nnc2n1CCCCC2)C1(C#N)CCCCC1	-1	1	2	0	-9	-6	4	1	2	-2
COc1ccc2c(C(F)(F)F)cc(=O)oc2c1C	1	0	0	0	-7	1	-11	7	1	5
CCN1CCN(C2=C(NS(=O)(=O)c3ccccc3)C(=O)c3ccccc3C2=O)CC1	3	7	7	4	28*	11	3	0	4	-18
Cc1ccc2oc(C(=O)N(C)Cc3ccon3)c(C)c2c1	-3	-6	-6	2	-15	5	11	-4	-4	-2
O=C(O/N=C1\CCCCC1c1ccc([N+](=O)[O-])cc1[N+](=O)[O-])c1c(F)cccc1F (stereo unspecified)	2	9	8	-8	-3	2	4	11	11	-6
COc1ccc(OC)c(CN2CCC(C(=O)N3CCOCC3)CC2)c1	2	17	2	0	8	-5	8	-2	0	0
CCOc1ccc(N(CC(=O)NC2CCCC2)C(=O)CCC(=O)Nc2nccs2)cc1	-4	0	-2	-1	13	2	-2	-6	2	2
COC(=O)c1c(C(=O)OC)c(-c2ccc(Br)cc2)n2c1CS(=O)C2 (stereo unspecified)	-3	5	0	-6	5	-3	-6	-4	0	0
COC(=O)CCc1cccc(CCC(=O)OC)c1	3	-5	-4	-1	-20	-14	7	-1	-2	4
SMILES	LEDGF integ inh	mABHD4 FP	PRMT1 inh	GC-B act	TDP2 absorb	SIAE inh	TCR CD3 inh	rCAG binder	HTRA1 inh	MBD2 DNA inh
Cn1c(=O)n(C)c2cc([N+](=O)[O-])c(N3CCN(S(=O)(=O)c4ccc(C(C)(C)C)cc4)CC3)cc21	-3	2	2	4	-2	7	-1	1	-2	2
CC(Sc1nnc(CN2CCCC2)n1Cc1ccccc1)C(=O)Nc1ccc(F)cc1 (stereo unspecified)	-5	3	0	-7	-7	3	0	-9	-3	3
CCOC(=O)C1=C(C)NC2=C(C(=O)c3ccccc32)C1c1cccc2ccccc12 (stereo unspecified)	-2	21	5	-19	3	7	3	5	-6	-3
Cc1c(CCO)sc[n+]1CC(=O)OC12CC3CC(CC(C3)C1)C2	6	-2	-2	3	-12	-5	1	0	1	0
O=C1C2CCCN2C(=O)N1CCCN1CCN(c2ccc([N+](=O)[O-])cc2)CC1 (stereo unspecified)	1	-3	-3	-2	-7	9	-4	-4	-2	0
Cc1ccc(-c2nc3ccccc3n3nnnc23)cc1	5	2	-2	-10	5	2	3	2	1	0
CCOc1ccccc1N1CCN(Cc2cccc(OC)c2OC)CC1	0	8	-1	1	8	3	4	-8	-2	-4
Cc1ccc2nc(Nc3nc(CSc4nnc(C)s4)cc(=O)[nH]3)nc(C)c2c1	6	-6	-3	6	-4	-9	1	22	2	-1
CN(C)S(=O)(=O)c1ccc(C(=O)N(c2ccccn2)c2ccccn2)cc1	-4	-3	-3	3	11	-1	2	3	-1	-2
CC(C)C(CO)N1CCN(Cc2ccccc2)CCC1=O (stereo unspecified)	3	-2	1	1	7	5	-7	2	8	4
Cc1ccccc1NC(=O)COc1ccc(Br)cc1CNCCCO	1	-2	-1	-7	1	-10	5	3	9	0
Cc1nc2ncnn2c(C)c1CCC(=O)Oc1ccccc1	1	1	1	-2	-4	8	-7	-3	4	-6

Ten neighbouring entries already listed, quoted:
SMILES	LEDGF integ inh	mABHD4 FP	PRMT1 inh	GC-B act	TDP2 absorb	SIAE inh	TCR CD3 inh	rCAG binder	HTRA1 inh	MBD2 DNA inh
COC(=O)CCc1cccc(CCC(=O)OC)c1	3	-5	-4	-1	-20	-14	7	-1	-2	4
Cn1c(=O)n(C)c2cc([N+](=O)[O-])c(N3CCN(S(=O)(=O)c4ccc(C(C)(C)C)cc4)CC3)cc21	-3	2	2	4	-2	7	-1	1	-2	2
CC(Sc1nnc(CN2CCCC2)n1Cc1ccccc1)C(=O)Nc1ccc(F)cc1 (stereo unspecified)	-5	3	0	-7	-7	3	0	-9	-3	3
CCOC(=O)C1=C(C)NC2=C(C(=O)c3ccccc32)C1c1cccc2ccccc12 (stereo unspecified)	-2	21	5	-19	3	7	3	5	-6	-3
Cc1c(CCO)sc[n+]1CC(=O)OC12CC3CC(CC(C3)C1)C2	6	-2	-2	3	-12	-5	1	0	1	0
O=C1C2CCCN2C(=O)N1CCCN1CCN(c2ccc([N+](=O)[O-])cc2)CC1 (stereo unspecified)	1	-3	-3	-2	-7	9	-4	-4	-2	0
Cc1ccc(-c2nc3ccccc3n3nnnc23)cc1	5	2	-2	-10	5	2	3	2	1	0
CCOc1ccccc1N1CCN(Cc2cccc(OC)c2OC)CC1	0	8	-1	1	8	3	4	-8	-2	-4
Cc1ccc2nc(Nc3nc(CSc4nnc(C)s4)cc(=O)[nH]3)nc(C)c2c1	6	-6	-3	6	-4	-9	1	22	2	-1
CN(C)S(=O)(=O)c1ccc(C(=O)N(c2ccccn2)c2ccccn2)cc1	-4	-3	-3	3	11	-1	2	3	-1	-2

Screening results: PubChem, several laboratories
